Bcl-B Bim block: disrupts Bim peptide binding to human Bcl-B | Q9HD36 | bead-based flow cytometry | inhibition, % at 10 µM | 190,000 compounds, 0.073% hits;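 also: 0% = tracer peptide without compound and 100% = reference inhibitor peptide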
Target sequence (Q9HD36 whole entry, looked up): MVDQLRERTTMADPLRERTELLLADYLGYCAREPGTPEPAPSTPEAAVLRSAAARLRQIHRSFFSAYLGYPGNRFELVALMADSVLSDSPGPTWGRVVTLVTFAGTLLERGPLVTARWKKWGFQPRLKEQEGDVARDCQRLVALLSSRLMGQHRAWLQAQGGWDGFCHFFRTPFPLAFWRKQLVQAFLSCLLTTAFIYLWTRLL
GSH fluor: GSH bead compound fluorescence profile; fluorescence (KMESF) at 10 µM; GSH beads flow cytometry, compound fluorescence 488/530 nm; hits give high values; 190,000 compounds, 0.25% hits; in the data active = fluorescence above about 89;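 also: glutathione beads carrying GST-tagged Bcl family fusion proteins plus one bare bead set; values are compound well signal with DMSO vehicle wells as background; inactives centre near 16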
RGS4-Gao reg: human RGS4-Galphao interaction regulation; Multiplexed bead flow cytometry, RGS4-Galphao binding; actives lie on both sides; 220,000 compounds, 0.33% hits; AID 1415; binding response (% of control), % at 10 µM; in the data active = binding response below about 49% or above about 150%; inactive = in between;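 also: fluorescent Galphao activated with aluminum fluoride binding bead-coupled RGS4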
Target sequence (P09471 whole entry, looked up): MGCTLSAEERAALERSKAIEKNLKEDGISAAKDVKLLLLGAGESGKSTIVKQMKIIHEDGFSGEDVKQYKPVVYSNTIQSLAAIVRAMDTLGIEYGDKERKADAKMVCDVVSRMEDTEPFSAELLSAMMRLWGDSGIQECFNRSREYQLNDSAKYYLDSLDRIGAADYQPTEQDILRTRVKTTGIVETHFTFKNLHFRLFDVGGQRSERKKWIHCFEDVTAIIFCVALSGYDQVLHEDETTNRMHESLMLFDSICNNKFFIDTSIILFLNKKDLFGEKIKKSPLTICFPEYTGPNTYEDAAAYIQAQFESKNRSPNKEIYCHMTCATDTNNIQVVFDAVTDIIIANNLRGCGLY
ABCB1 inh: human ABCB1 inhibition, ABCG2 as counter-screen. inhibition, % at 6.6 µM. P08183. CCRF-Adr cells, JC-1 efflux, flow cytometry. 190,000 compounds, 0.067% hits; in the data active = inhibition above about 40%;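 also: 0% = vehicle and 100% = reference inhibitor; higher value means more JC-1 retained so stronger ABCB1 efflux block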
Bcl-W Bim block: human Bim-Bcl-W interaction inhibition; 190,000 compounds, 0.02% hits; bead-based flow cytometry, Bim peptide-Bcl-W binding; inhibition, % at 10 µM; Q92843;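 also: 0% = bound tracer without compound and 100% = peptide blocker; higher means less fluorescent Bim peptide bound to Bcl-W beads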
Target sequence (Q92843 whole entry, looked up): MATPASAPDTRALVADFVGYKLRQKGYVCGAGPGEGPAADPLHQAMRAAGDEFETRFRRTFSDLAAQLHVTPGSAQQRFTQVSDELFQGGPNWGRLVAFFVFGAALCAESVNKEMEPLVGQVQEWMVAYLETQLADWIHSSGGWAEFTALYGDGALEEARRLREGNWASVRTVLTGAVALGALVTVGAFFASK
RGS7-Gao reg: regulators of human RGS7-Galphao interaction | P09471 | Multiplexed bead flow cytometry, RGS7-Galphao binding; actives lie on both sides | binding response (% of control), % at 10 µM | 220,000 compounds, 0.35% hits; in the data active = binding response below about 49% or above about 150%; inconclusive = no clear call, values can overlap the other calls; inactive = in between;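 also: fluorescent Galphao held in activated GDP-AlF4 state binding bead-coupled RGS7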
Bim-Bcl-XL: human Bim-Bcl-XL interaction inhibition; Bim peptide-Bcl-XL binding, bead flow cytometry, fluorescence; 190,000 compounds, 0.04% hits; Q07817; inhibition, % at 10 µM
Target sequence (Q07817 whole entry, looked up): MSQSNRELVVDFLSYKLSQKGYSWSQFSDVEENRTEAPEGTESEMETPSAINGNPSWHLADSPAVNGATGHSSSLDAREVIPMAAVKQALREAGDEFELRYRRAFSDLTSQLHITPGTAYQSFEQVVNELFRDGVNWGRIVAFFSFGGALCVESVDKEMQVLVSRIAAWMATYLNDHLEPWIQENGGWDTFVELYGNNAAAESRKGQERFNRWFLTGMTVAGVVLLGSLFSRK
Bcl-2 Bim block: disrupts Bim peptide binding to human Bcl-2. 190,000 compounds, 0.06% hits. inhibition, % at 10 µM. P10415. Bead-based flow cytometry, Bim peptide-Bcl-2 binding; in the data active = inhibition above about 40%; inconclusive = no clear call, values can overlap the other calls;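 also: 0% = no compound wells with probe peptide and 100% = reference peptide inhibitor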
Bim-Bfl-1: disrupts Bim binding to human Bfl-1 | Q16548 | Bead-based flow cytometry, Bim-Bfl-1 binding inhibition | inhibition, % at 10 µM | 190,000 compounds, 0.12% hits | AID 1008;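 also: 0% = wells without compound plus tracer and 100% = blocker peptide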
RGS8-Gao reg: modulates binding of RGS8 to human Galphao; P09471; multiplexed bead flow cytometry; actives lie on both sides; response (percent of control binding), % at 10 µM; 220,000 compounds, 0.34% hits; in the data active = response below about 60% or above about 140%; inactive = in between;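 also: Galphao activated as the GDP aluminium fluoride complex binding bead-coupled RGS8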
ABCG2 inh: blocks JC-1 efflux by human ABCG2 transporter; Q9UNQ0; IgMXP3 cells, flow cytometry; inhibition, % at 6.6 µM; 190,000 compounds, 0.1% hits;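 active = inhibition above 80%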;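 also: 0% = DMSO and 100% = nicardipine control wells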
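Incubation: cells with compound and JC-1, 10 min at 25 °C, rotating, no wash / Test system: IgMXP3 (ABCG2) plus far-red-tagged CCRF-Adr (ABCB1) cells / Compound dosing: one concentration, 6.6 µM final / Also added: JC-1 fluorescent substrate / Evaluation: efflux inhibition in percent versus controls / Detection: flow cytometry, 530 nm JC-1 signal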
Numbers without * were called inactive; ? = inconclusive; nt = not tested or not shown; [ ] = another dose, or the depositor's remark. Rule as the data show it, unless noted: active = inhibition above about 40%.

SMILES	Bcl-B Bim block	GSH fluor	RGS4-Gao reg	ABCB1 inh	Bcl-W Bim block	RGS7-Gao reg	Bim-Bcl-XL	Bcl-2 Bim block	Bim-Bfl-1	RGS8-Gao reg	ABCG2 inh
Cn1c(Cn2nnc3ccccc32)nnc1SCC(=O)N1CCc2ccccc21	1	9	106	0.6	-2	108	-3	-2	0	101	2
C=CCn1c(Sc2nc(C)cs2)nc2c1c(=O)[nH]c(=O)n2C	-11	31	93	0.1	-1	96	-5	-10	-6	98	1
Cc1ccc(NS(=O)(=O)c2ccc(OCC(=O)NCC3CCCO3)cc2)cc1 (stereo not given)	-7	15	103	0.3	-3	100	-4	-4	-5	102	8
COC(=O)/C=C1/N/C(=N\c2nc(C)cc(C)n2)N(c2cccc(C)c2)C1=O	-7	16	99	0.2	-1	98	-4	-8	-9	99	2
COC(=O)/C=c1/s/c(=C(/C#N)C(=O)N2CCOCC2)n(-c2ccccc2)c1=O	-5	8	99	0.2	7	100	-1	-4	-10	99	1
CS(=O)(=O)c1nc(-c2ccc(Br)cc2)cc(-c2ccccc2)c1C#N	-4	12	102	-7.0	2	103	-2	-9	-9	101	-4
CC(/C=C/c1ccc2c(c1)OCO2)=N/NC(=O)C1COc2ccccc2O1 (stereo not given)	-10	10	100	0.7	-7	102	-11	-6	-12	101	13
CCOC(=O)c1nnn(-c2nonc2N)c1CSc1ccccn1	1	14	98	0.2	2	97	-2	0	0	99	2
Cc1ccc(C(=O)NCCNc2nc3cc(C)c(C)cc3cc2C)cc1	-2	18	94	1.5	2	100	-4	0	-3	97	26
O=C1c2ccccc2C(=O)N1Cc1nc2ccccc2c(=O)n1CCCn1ccnc1	-9	68	102	0.9	-3	107	-3	-7	-6	102	3
CC(C)(C)NC(=O)c1ccccc1NC(=O)C1CCCO1 (stereo not given)	-7	16	98	1.4	-4	?	-6	-6	-4	98	16
O=C(Nc1ccncc1)c1ccc2c(c1)S(=O)(=O)c1ccccc1C2=O	-3	16	103	0.2	0	104	0	0	-5	99	4
Cc1ccc(C(c2sc3nc(C)nn3c2O)N2CCN(c3ccccc3F)CC2)cc1 (stereo not given)	-12	26	102	1.6	-8	102	-12	-15	-23	106	13
COCCN1CCC(CNCc2cn[nH]c2-c2ccc(C)c(C)c2)C1 (stereo not given)	-11	15	129	0.0	-5	133	-4	-3	-5	118	12
O=C(Nc1ccccc1)OC(CN1CCCCC1)C(F)(F)F (stereo not given)	-5	25	103	0.3	0	99	-3	-3	-11	101	1
COc1cc(/C=C2\OC(=O)c3c(OC)cccc32)ccc1O	-7	12	97	0.1	3	97	0	-3	-8	100	33
O=C(/C=C/c1ccc([N+](=O)[O-])cc1)NCc1ccccn1	-2	10	98	0.1	-1	96	-5	-1	0	100	2
COc1ccc(OC)c(C2C(C(C)=O)=C(O)C(=O)N2Cc2cccnc2)c1 (stereo not given)	-2	6	94	0.1	0	95	-2	-3	-10	99	0
CC1(C)NC(=O)N(CC(O)CNC23CC4CC(CC(C4)C2)C3)C1=O (stereo not given)	0	24	108	0.3	-2	100	-6	-1	-6	105	-1
O=[N+]([O-])c1cc(S(=O)(=O)N2CCOCC2)ccc1N1CCCC1	-7	18	102	-1.6	0	102	-3	-7	-4	112	-7
CCC(=O)Nc1cc(-c2nn(C)c(=O)c3ccccc23)ccc1OC	4	27	103	0.9	2	102	1	0	3	95	6
COc1ccc(Nc2nc(OC)nc(N3CCOCC3)n2)cc1	-1	18	102	0.3	0	99	0	-2	-3	102	3
Cn1cc(/C=N\NC(=O)c2cccs2)c2ccccc21	-4	59	99	-0.7	0	99	-2	-2	-7	101	-1
CCCC(=O)Nc1cccc(Oc2nc(C)cc(C)c2C#N)c1	0	20	102	0.1	-1	99	-1	-3	-1	99	1
CCc1ccc(NC(=S)N(CCCN2CCN(C)CC2)Cc2cccs2)cc1	-6	14	102	0.5	-5	100	-5	-8	-11	110	1
Cc1cccc(Cn2c(=O)n(-c3ccc(CC(=O)NCc4ccco4)cc3)c(=O)c3sccc32)c1	-5	22	100	0.7	1	100	-4	-5	-8	99	2
CCOC(=O)c1sc(NC(=O)c2cc(-c3ccc(C)cc3)nc3ccccc23)c(C#N)c1C	-22	16	96	0.1	-7	137	-8	-4	12	78	2
COc1ccc(CCNC(=O)CSc2nc(C)cc(C)n2)cc1OC	-4	18	111	0.2	-6	118	-6	-3	-10	123	2
CNC(=S)N1CCC(n2cnc3ccccc32)CC1	-10	13	108	0.2	0	111	-3	-1	-8	110	4
Cc1cc(C)n(-c2nc3ccccc3c(=O)n2OCC(=O)Nc2c(C)cccc2C)n1	2	33	149	1.6	0	134	0	0	-2	174*[activator]	2
O=C1OC(c2ccccc2)=C/C1=C/N1CCCCC1	-6	53	100	0.7	2	97	-12	-6	-12	103	5
COc1ccc2cc(C(=O)Nc3ccc(Cl)cc3)sc(=O)c2c1OC	-9	5	98	-0.2	8	98	1	1	-3	99	-3
CC(C)Cn1c(/C=C/c2ccco2)nc2ccccc21	8	12	102	0.4	5	101	2	0	0	102	1
CCOc1ccc2nc(SCC(=O)NC3CCS(=O)(=O)C3)[nH]c2c1 (stereo not given)	-3	16	101	0.8	-8	101	-9	0	1	104	4
Cc1ccc(CCNC(=O)C2CCN(S(=O)(=O)N3CCCC3)CC2)cc1	-5	27	98	0.4	-1	95	-2	-1	-1	99	3
FC(F)(F)c1cc(-c2ccco2)nc(NCCc2ccccc2)n1	-2	8	106	0.3	-5	102	0	-2	-1	103	4
CC(Sc1nc(-c2ccc(F)cc2)cs1)C(=O)Nc1ccc(Cl)cn1 (stereo not given)	-6	7	104	0.7	0	106	-2	0	-1	108	8
COCCn1c(=NC(=O)c2nc3ccccc3s2)sc2cc(S(C)(=O)=O)ccc21	-16	10	103	0.5	-7	97	-8	-6	-13	99	3
CC(=O)Nc1ccc(S(=O)(=O)NNC(=O)COc2cccc3ccccc23)cc1	-10	20	100	0.0	-5	106	-9	-6	-14	99	0
O=C(COC(=O)/C=C/c1cccc(Cl)c1)NCCc1ccccc1	-2	4	96	0.2	0	96	0	-1	3	103	7
CCN(CC)S(=O)(=O)c1ccc(OC)c(NC(=O)c2cn(CC)c3nc(C)ccc3c2=O)c1	-2	13	101	-0.7	-2	?	0	-7	-5	104	-1
COc1ccc(C(CC(=O)NCc2ccccc2)Sc2n[nH]c(-c3ccccc3)n2)cc1 (stereo not given)	-13	19	102	-0.3	-5	105	-10	-14	-14	104	2
S=C(NCCCNC(=S)Nc1ccccc1)Nc1ccccc1	-10	12	100	nt	-4	99	-6	-3	0	90	nt
O=C(C1CCCCN1S(=O)(=O)c1ccccc1)N1CCN(C(c2ccccc2)c2ccccc2)CC1 (stereo not given)	-6	6	99	2.2	1	96	0	-6	-8	99	4
CCOC(=O)N1CCC(NC(=O)c2ccc(CS(=O)(=O)c3c(Cl)cccc3Cl)o2)CC1	-7	13	101	0.2	-6	99	-3	-6	-7	100	3
CC(=O)OC(C(=O)NCCc1ccccc1)c1cccnc1 (stereo not given)	0	8	95	0.8	-1	94	0	0	0	101	3
Cc1cccc(NC(=O)CCNS(=O)(=O)c2cccc3nonc23)c1	-9	13	101	2.1	-2	105	-5	-5	-1	104	12
Cc1c(/C=N/NC(=O)c2cccnc2)cc(C#N)n1C	-3	9	98	-0.4	2	101	4	-1	-5	100	11
CCOC(=O)Cn1nnnc1C(CC)N(Cc1cc2ccc(C)cc2[nH]c1=O)C1CCCC1 (stereo not given)	0	10	106	1.7	0	105	0	-2	-1	104	3
COc1ccc(NC(=O)N2CCC(O)(c3cccnc3)CC2)c(OC)c1	-4	25	99	0.5	3	105	-2	-8	-10	101	5
O=C(Nc1ccc(S(=O)(=O)N2CCOCC2)cc1)c1ccc(CN2CCc3ccccc3C2)cc1	-10	33	101	0.7	-1	99	-9	-13	-17	102	17
CC(=O)c1cc(N2CCOCC2)ccc1[N+](=O)[O-]	0	21	101	0.5	0	?	-1	-3	-1	101	10
CCc1ccc(C(=O)COC(=O)CCc2nc3ccccc3c(=O)[nH]2)cc1	-3	7	100	1.2	-2	102	-5	-4	0	102	8
COc1ccc(NC(=S)NNC(=O)Cn2nc(C(F)F)cc2C(F)F)cc1	-21	4	103	-1.3	0	104	-4	2	2	80	-8
O=C(CSc1nc2ccccc2c(=O)n1-c1ccccc1)N1CCc2ccccc2C1	-4	25	105	5.7	-1	102	-5	4	-2	104	7
COc1ccc(OC)c2[nH]c(=O)c(CCNC(=O)C(=O)c3c[nH]c4ccccc34)cc12	-10	8	108	-0.5	-1	105	-2	-4	-9	111	0
CC(=O)NC(Cc1ccc(C(C)C)cc1)C(=O)NC1CCN(c2nc(C)cc(C)n2)CC1 (stereo not given)	-2	12	107	0.9	0	106	-2	-2	-3	101	1
Cc1cc(=O)[nH]c(SCC(=O)Nc2nc(-c3ccccc3)c(-c3ccccc3)o2)n1	-7	6	102	-0.2	-4	101	-6	-3	-2	101	1
COC(=O)c1ccc(NC(=O)CSc2nnnn2C2CCCCC2)cc1	-5	14	93	0.1	-3	98	-8	-4	0	76	6
Cn1cccc1C(C#N)(CC#N)c1cccc(F)c1C#N (stereo not given)	-4	15	101	0.5	-3	104	-3	-1	-6	103	2

Molecules above containing a CF3 group, in the order listed:
SMILES	Bcl-B Bim block	GSH fluor	RGS4-Gao reg	ABCB1 inh	Bcl-W Bim block	RGS7-Gao reg	Bim-Bcl-XL	Bcl-2 Bim block	Bim-Bfl-1	RGS8-Gao reg	ABCG2 inh
O=C(Nc1ccccc1)OC(CN1CCCCC1)C(F)(F)F (stereo not given)	-5	25	103	0.3	0	99	-3	-3	-11	101	1
FC(F)(F)c1cc(-c2ccco2)nc(NCCc2ccccc2)n1	-2	8	106	0.3	-5	102	0	-2	-1	103	4

Other results.
SMILES	Bcl-B Bim block	GSH fluor	RGS4-Gao reg	ABCB1 inh	Bcl-W Bim block	RGS7-Gao reg	Bim-Bcl-XL	Bcl-2 Bim block	Bim-Bfl-1	RGS8-Gao reg	ABCG2 inh
Cn1nc(-c2ccc3c(c2)OCCO3)c2ccccc2c1=O	-1	12	100	1.2	-2	99	0	0	-4	102	6
CCOCCc1c(O)nc(SCC(=O)NCc2ccco2)[nH]c1=O	2	72	103	-0.7	-1	105	-1	-1	2	102	-2
O=C(c1ccc(N2CN(C(=O)c3ccco3)c3nc4ccccc4nc32)cc1)N1CCOCC1	6	13	103	0.0	-1	103	-3	11	5	100	-1
Nc1nonc1C(=O)NCCNc1ccc([N+](=O)[O-])cn1	-1	62	101	0.4	0	99	-1	0	1	100	9
CC(C)(C)c1ccc(S(=O)(=O)NCC(=O)N2CCN(C(=O)c3ccco3)CC2)cc1	0	28	98	0.7	0	95	0	2	-1	97	2

Three entries picked at random from the list so far, as already listed:
SMILES	Bcl-B Bim block	GSH fluor	RGS4-Gao reg	ABCB1 inh	Bcl-W Bim block	RGS7-Gao reg	Bim-Bcl-XL	Bcl-2 Bim block	Bim-Bfl-1	RGS8-Gao reg	ABCG2 inh
O=C(c1ccc(N2CN(C(=O)c3ccco3)c3nc4ccccc4nc32)cc1)N1CCOCC1	6	13	103	0.0	-1	103	-3	11	5	100	-1
CCOCCc1c(O)nc(SCC(=O)NCc2ccco2)[nH]c1=O	2	72	103	-0.7	-1	105	-1	-1	2	102	-2
Cn1nc(-c2ccc3c(c2)OCCO3)c2ccccc2c1=O	-1	12	100	1.2	-2	99	0	0	-4	102	6
